# TRHR PAM: allosteric enhancers of human TRH receptor; 0.66% of 360,000 active; TRHR cells, fluo-8 calcium fluorescence, EC20 TRH enhancement; enhancement, % at 2 µM; P34981; in the data active = enhancement above about 30%; note: 0% is about no effect
# Target sequence (P34981 whole entry, looked up): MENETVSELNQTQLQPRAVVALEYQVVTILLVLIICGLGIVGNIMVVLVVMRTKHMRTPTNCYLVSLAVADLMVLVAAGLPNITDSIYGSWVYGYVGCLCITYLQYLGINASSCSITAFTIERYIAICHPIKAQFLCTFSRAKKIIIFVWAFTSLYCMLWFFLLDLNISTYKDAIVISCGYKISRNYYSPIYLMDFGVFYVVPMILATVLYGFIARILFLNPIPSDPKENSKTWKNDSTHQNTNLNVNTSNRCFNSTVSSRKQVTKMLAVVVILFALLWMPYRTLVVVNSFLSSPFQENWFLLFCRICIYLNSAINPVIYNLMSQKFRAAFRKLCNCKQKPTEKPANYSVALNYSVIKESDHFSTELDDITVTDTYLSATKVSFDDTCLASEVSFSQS
#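 TRHR-expressing cells loaded with fluo-8 calcium dye were read kinetically (ex 480/em 530) during compound addition, then stimulated with an EC20 of TRH (10 nM final). Enhancement of the Gq-mediated intracellular calcium response was scored.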
# D1 ag: activates the human D1 dopamine receptor; AID 504660; P21728; HEK293 T-REx D1 cells, calcium flux, agonist mode; 1% of 360,000 active; activation, % at 2 µM; in the data active = activation above about 30%; note: 0% is about no effect
# Target sequence (P21728 whole entry, looked up): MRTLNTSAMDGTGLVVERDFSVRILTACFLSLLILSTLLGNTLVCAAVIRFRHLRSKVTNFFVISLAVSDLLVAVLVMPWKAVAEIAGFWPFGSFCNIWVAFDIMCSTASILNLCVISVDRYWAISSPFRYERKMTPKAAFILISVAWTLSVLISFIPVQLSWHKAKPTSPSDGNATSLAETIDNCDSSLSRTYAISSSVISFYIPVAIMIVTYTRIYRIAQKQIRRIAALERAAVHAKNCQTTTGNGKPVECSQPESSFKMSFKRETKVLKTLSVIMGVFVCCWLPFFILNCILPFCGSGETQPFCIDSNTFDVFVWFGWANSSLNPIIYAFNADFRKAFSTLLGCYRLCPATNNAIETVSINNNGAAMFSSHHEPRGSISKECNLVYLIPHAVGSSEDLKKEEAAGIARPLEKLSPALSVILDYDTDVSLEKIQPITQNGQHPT
#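 Tetracycline-induced HEK293 TREx D1 cells, force-coupled to calcium signalling, were dye-loaded with a no-wash calcium kit. Compound was pin-added after a 10 s baseline. Fluorescence was read kinetically at 1 cycle/s for 180 s, with calcium rises flagged as agonism.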
# D1 antagonist: blocks dopamine activation of the human D1 receptor; P21728; HEK293 TREx D1 cells, calcium flux, dopamine EC80; stronger effect = lower value; activity change, negative = inhibition, % at 10 µM; 3.2% of 360,000 active; AID 504652; in the data active = activity change below about -30%; note: % is set by controls: 0 for no effect and ±100 for the full control effect
#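 Calcium flux readout: force-coupled, inducible Hek293 Trex D1 line, cells induced overnight at 30 C with tetracycline, dye-loaded 30–90 min at RT. Antagonism scored against EC80 dopamine challenge given 180 s after compound.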
# D2 PAM: positive allosteric modulators of human D2 dopamine receptor; P14416; HEK293 T-REx D2, calcium flux, EC20 dopamine potentiation; potentiation, % at 10 µM; 0.34% of 340,000 active;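 active = potentiation over 3 SD above the plate norm, cut at about 30% in these data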; note: 0% is about no effect
#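 Using a no-wash calcium dye in inducible, force-coupled HEK293 Trex cells expressing D2, we tracked fluorescence each second for 180 s after compound, then for 180 s after EC20 dopamine to detect augmented signalling.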
# D2 antag: antagonizes the human D2 dopamine receptor. P14416. HEK293 TREx D2 cells, calcium flux, dopamine EC80. inhibition, % at 10 µM. 2% of 340,000 active; in the data active = inhibition above about 30%; note: 0% is about no effect
#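 Calcium mobilization kinetics were recorded at 1 s intervals in tetracycline-induced HEK293 T-REx D2 cells, first for 180 s after compound addition and then 180 s after EC80 dopamine.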
# RXFP1 antagonist: antagonists of human relaxin receptor RXFP1. HEK293-RXFP1, relaxin-stimulated cAMP HTRF, 30 min; stronger effect = lower value. activity change, negative = inhibition, % at 57.5 µM. 0.59% of 350,000 active. AID 1259400. Q9HBX9;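 active = activity change of -60% or lower, but not beyond a set lower limit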; note: % is set by controls: 0 for no effect and ±100 for the full control effect
# D1 potentiator: enhances dopamine response at the human D1 receptor | P21728 | HEK293 TREx D1 cells, calcium flux, dopamine EC20 potentiation | potentiation, % at 10 µM | 0.036% of 360,000 active | AID 504651; in the data active = potentiation above about 30%; note: 0% is about no effect
# D2 ag: agonists of human D2 dopamine receptor | P14416 | HEK293 T-REx D2 cells, calcium flux agonist mode | activation, % at 2 µM | 0.53% of 340,000 active;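 active = activation over 3 SD above normal in the single-dose calcium agonist read, cut at about 30% in these data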; note: 0% is about no effect
#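 Tetracycline-induced HEK293 T-REx cells with force-coupled D2 receptor, plated overnight at 30 C, loaded with no-wash calcium dye. After a 10 s baseline, compound was pin-added and calcium flux read kinetically for 180 s; calcium rises flagged agonists.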
# RXFP1 agonist: RXFP1 (human) receptor agonism | AID 2676 | Potency, µM (titrated, usually from 57.5 µM), for inactives: at the top dose activation, most hits filed as activators | 0.3% of 370,000 active | Q9HBX9 | HEK293T-RXFP1 cAMP TR-FRET, 30 min; response scale: percent of porcine relaxin response, buffer zero; active = well fitted activation curve with a large enough effect; note: potency is the fitted concentration of half-maximal effect; % is set by controls: 0 for no effect and ±100 for the full control effect; nearly all actives have a fitted effect of over 60% in size; many of its hits are not listed in these tables
#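 Agonist response is measured as cAMP accumulation in an RXFP1-transfected HEK293T line under PDE4 inhibition. Values are scaled between buffer-only and 29 nM porcine relaxin, and EC50s come from standard Hill equation fits.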
# * marks the source's active call; other numbers are inactive results; · = not tested or not shown.
mol | TRHR PAM | D1 ag | D1 antagonist | D2 PAM | D2 antag | RXFP1 antagonist | D1 potentiator | D2 ag | RXFP1 agonist
Cc1nn(-c2ccccc2)c(Cl)c1/C=N/Nc1nc2ccccc2n1C | -1 | 0 | -20 | -6 | 3 | -22 | -13 | -2.5 | 0.2%
O=C(Nc1ccccc1F)C1CCN(C(=O)Cc2ccccc2)CC1 | -1 | 2 | 8 | · | · | 11 | 0 | · | -0.1%
Cc1cccc2cncc(OCc3nnc(SC(F)F)n3C)c12 | 41* | 1 | 10 | 0 | -10 | 11 | -1 | -0.8 | -3.4%
COC(=O)c1cc2c(s1)CS(=O)C2 (stereo not drawn) | 2 | 0 | 11 | 22 | -4 | 6 | -1 | 0.5 | -1.0%
CN(/N=C/c1ccc(Cl)cc1Cl)c1ncc(Cl)cc1C(F)(F)F | -1 | 1 | -5 | 0 | -4 | -1 | -1 | 0.6 | 1.5%
COc1cccc(C(=O)NC(=S)Nc2ccc(N3CCCC3)cc2)c1 | 13 | -1 | -20 | -5 | 57* | -6 | -4 | -0.1 | 4.1%
O=C1c2ccccc2C(=O)N1CSc1nnc2c3ccccc3n(CCc3ccccc3)c2n1 | 1 | -1 | 11 | 5 | 4 | -2 | 4 | -0.4 | 3.0%
Cn1nc(C(F)(F)F)c(C(=O)Nc2ccc(Cl)cc2)c1Cl | -15 | 0 | -11 | -9 | 6 | -3 | -1 | 0.8 | 2.5%
COc1cc(NC(=O)C2CSC3(C)CCC(=O)N23)c(OC)cc1Cl (stereo not drawn) | 4 | 3 | 6 | 7 | 3 | -13 | 2 | -0.3 | 0.0%
Cc1ccc2nc(SCC(=O)Nc3ccc(Br)cc3)nc(=O)n2c1 | 3 | 4 | -4 | · | · | · | -9 | · | 12%
CC1(C)Cc2ccccc2C(NNC(=O)c2ccncc2)=N1 | -2 | 0 | 7 | -3 | -6 | 7 | -6 | -0.2 | 2.4%
CC(OC(=O)CCCSc1nc2ccccc2s1)C(=O)NC(N)=O (stereo not drawn) | 0 | 4 | 9 | 9 | -2 | -18 | 0 | 2.0 | -0.3%
O=C(CS(=O)(=O)Cc1ccccc1)NCc1ccco1 | -1 | 1 | -13 | -1 | -1 | -5 | -4 | -0.1 | -0.6%
C/C(=N\Nc1ccc(F)cc1F)c1ccccc1O | 2 | -4 | -15 | -4 | 0 | -1 | 0 | 0.7 | 1.5%
CCOc1ccc(OCCSc2nc(C)cc(=O)[nH]2)cc1 | -9 | 2 | 0 | · | · | 5 | 5 | · | 0.5%
CC1CN(C(=O)CCC(=O)NC2CCN(Cc3ccccc3)CC2)c2ccccc2O1 (stereo not drawn) | 0 | 6 | 11 | -9 | -9 | 1 | -2 | -0.4 | 6.6%
COc1ccccc1-c1nn(CCC(=O)Nc2ccc(C)cc2)c2nc(C)cc(C)c12 | -3 | 4 | -1 | -16 | · | · | -3 | · | 0.2%
CSc1nc(C)cc(OCC(=O)N2CCOCC2)n1 | 1 | 2 | -11 | 1 | -11 | 5 | -2 | -2.6 | -0.2%
COc1ccc(C(=O)Nc2cc(=O)n(C)c(=O)n2C)cc1 | -1 | 2 | -9 | 7 | -3 | 7 | -3 | 0.7 | 5.3%
C=CCSc1nc2sc3c(c2c(=O)n1CC)CCc1ccccc1-3 | 0 | 3 | 16 | 2 | -1 | 21 | 11 | -0.5 | 0.2%

# The listing continues.
smiles	TRHR PAM	D1 ag	D1 antagonist	D2 PAM	D2 antag	RXFP1 antagonist	D1 potentiator	D2 ag	RXFP1 agonist
CCc1ccccc1NCC(=O)Nc1ccc(Cl)c(C(F)(F)F)c1	0	1	-17	-5	0	-31	6	2.1	3.1%
O=C(NCC(c1ccc(F)cc1)N1CCOCC1)c1cccnc1Sc1ccccc1 (stereo not drawn)	-5	5	-14	·	·	-10	-2	·	1.4%
CC(=O)c1ccc(NS(=O)(=O)c2ccc3c(c2)N(C)CCO3)cc1	29	14	-1	4	8	-5	-5	-0.8	-3.1%
Clc1ccc(SCc2cc(-c3ccc(Cl)cc3)on2)cc1	-3	13	-15	-2	-8	-7	-2	1.4	0.8%
O=C1CCSC2(C(=O)N(Cc3ccc(F)cc3)c3ccccc32)N1c1ccccc1 (stereo not drawn)	17	3	-3	-2	·	-62*	-4	·	-2.3%
O=S(=O)(Nc1ccc(-c2ccc(N3CCCC3)nn2)cc1)c1ccc(Cl)cc1	2	1	9	1	·	-21	-1	·	-0.6%
O=[N+]([O-])c1c(NCc2ccco2)ccc2nonc12	3	3	-12	22	-8	-26	-1	-2.2	-0.1%
COc1cccc(/C=N\NC(=O)c2sc(N)nc2C)c1OC	2	-2	16	13	21	-9	-1	-0.9	1.4%
C/C(=N\NC(=O)c1ccc(O)cc1)c1cccc(NC(=O)c2ccccc2C)c1	0	1	3	4	6	-1	0	-2.0	1.4%
CC/C(=N\NC(=S)Nc1ccc(OC)cc1)c1ccc(OC(F)F)cc1	0	3	6	16	·	-20	4	·	1.1%

# Reformatted with values under each structure: 14 of the compounds above
# Every second line gives: TRHR PAM, D1 ag, D1 antagonist, D2 PAM, D2 antag, RXFP1 antagonist, D1 potentiator, D2 ag, RXFP1 agonist
- COc1ccccc1-c1nn(CCC(=O)Nc2ccc(C)cc2)c2nc(C)cc(C)c12
→ -3, 4, -1, -16, ·, ·, -3, ·, 0.2%
- CSc1nc(C)cc(OCC(=O)N2CCOCC2)n1
→ 1, 2, -11, 1, -11, 5, -2, -2.6, -0.2%
- COc1ccc(C(=O)Nc2cc(=O)n(C)c(=O)n2C)cc1
→ -1, 2, -9, 7, -3, 7, -3, 0.7, 5.3%
- C=CCSc1nc2sc3c(c2c(=O)n1CC)CCc1ccccc1-3
→ 0, 3, 16, 2, -1, 21, 11, -0.5, 0.2%
- CCc1ccccc1NCC(=O)Nc1ccc(Cl)c(C(F)(F)F)c1
→ 0, 1, -17, -5, 0, -31, 6, 2.1, 3.1%
- O=C(NCC(c1ccc(F)cc1)N1CCOCC1)c1cccnc1Sc1ccccc1 (stereo not drawn)
→ -5, 5, -14, ·, ·, -10, -2, ·, 1.4%
- CC(=O)c1ccc(NS(=O)(=O)c2ccc3c(c2)N(C)CCO3)cc1
→ 29, 14, -1, 4, 8, -5, -5, -0.8, -3.1%
- Clc1ccc(SCc2cc(-c3ccc(Cl)cc3)on2)cc1
→ -3, 13, -15, -2, -8, -7, -2, 1.4, 0.8%
- O=C1CCSC2(C(=O)N(Cc3ccc(F)cc3)c3ccccc32)N1c1ccccc1 (stereo not drawn)
→ 17, 3, -3, -2, ·, -62*, -4, ·, -2.3%
- O=S(=O)(Nc1ccc(-c2ccc(N3CCCC3)nn2)cc1)c1ccc(Cl)cc1
→ 2, 1, 9, 1, ·, -21, -1, ·, -0.6%
- O=[N+]([O-])c1c(NCc2ccco2)ccc2nonc12
→ 3, 3, -12, 22, -8, -26, -1, -2.2, -0.1%
- COc1cccc(/C=N\NC(=O)c2sc(N)nc2C)c1OC
→ 2, -2, 16, 13, 21, -9, -1, -0.9, 1.4%
- C/C(=N\NC(=O)c1ccc(O)cc1)c1cccc(NC(=O)c2ccccc2C)c1
→ 0, 1, 3, 4, 6, -1, 0, -2.0, 1.4%
- CC/C(=N\NC(=S)Nc1ccc(OC)cc1)c1ccc(OC(F)F)cc1
→ 0, 3, 6, 16, ·, -20, 4, ·, 1.1%

# (listing goes on)
smiles	TRHR PAM	D1 ag	D1 antagonist	D2 PAM	D2 antag	RXFP1 antagonist	D1 potentiator	D2 ag	RXFP1 agonist
Cc1ccc(CSCC(=O)Nc2ccccc2C(=O)O)cc1	-4	-3	73	-1	-9	-9	-1	-2.6	0.2%
Cc1ccc2[nH]c(-c3ccccc3)c(CN(C)C)c(=O)c2c1	13	6	-23	2	-3	-3	-14	0.6	-3.2%
COc1ccc(NC(=O)COc2cccc3c2CCNC3=O)cc1	16	2	-4	0	5	-23	5	0.0	0.5%
Cc1ccnc(NS(=O)(=O)c2ccc(NC(=O)C3CCCO3)cc2)n1 (stereo not drawn)	5	2	4	6	-13	-16	-4	-0.7	1.0%
Cc1ccc(Cl)cc1NC(=O)Nc1nnc(N(C)Cc2ccccc2)s1	16	0	-8	-3	·	-27	-2	-0.9	0.2%
CCOc1ccc(C2NC(=O)NC(C)=C2[N+](=O)[O-])cc1OC (stereo not drawn)	4	1	6	1	-6	-5	7	1.8	-1.6%
COc1cccc(-n2c(=O)c3c(C)c(C(=O)N(C)C)sc3n(Cc3cccc(C)c3)c2=O)c1	16	-1	5	0	·	-10	-2	-1.0	2.0%
O=C(Nc1ccccc1F)C(=Cc1sc(N2CCOCC2)nc1-c1ccccc1)C(=O)Nc1ccccc1F	-6	24	5	2	-3	7	-2	4.7	2.1%
Cc1ccccc1N=C1NC(=O)C(CO)(CO)S1	-1	2	-36*	0	3	2	-4	0.1	2.6%
O=C(O)COc1c(-c2ccco2)oc2ccccc2c1=O	-4	1	5	-1	1	-9	-3	0.4	2.7%
CCCCC(CC)C(=O)Nc1cc(C(=O)NCCC)ccc1N1CCC2(CC1)CC(c1cccc(Br)c1)=NO2 (stereo not drawn)	0	3	3	8	-8	·	-6	-0.1	0.3%
CCOc1ccc2nc(N3CCN(C(=O)CS(=O)(=O)c4ccc(F)cc4)CC3)sc2c1	-6	7	·	-4	·	-34	-3	·	-0.8%
CN(C)S(=O)(=O)c1ccc(C(=O)NNC(=O)C2COc3ccccc3O2)cc1 (stereo not drawn)	1	4	-3	0	-9	-6	9	0.0	-0.9%
O=C(NCCC(=O)N1CCN(c2cccc(Cl)c2)CC1)c1ccc(Br)cc1	2	1	-23	-1	15	-13	-9	1.0	0.1%
COc1ccc(-n2nnnc2-c2cnc(N3CCCC3)nc2C(F)(F)F)cc1	3	4	-28	2	-3	4	-9	-1.1	1.1%
O=C(COC(=O)c1cccs1)Nc1cccc(S(=O)(=O)N2CCOCC2)c1	-7	0	-13	-3	36*	-13	-3	0.9	3.8%

# Some values from above.
# Under D2 ag, COc1cccc(/C=N\NC(=O)c2sc(N)nc2C)c1OC shows -0.9
# Under TRHR PAM, Cc1ccccc1N=C1NC(=O)C(CO)(CO)S1 shows -1

# These rows are one share of the data (hit frequency here may not be typical).
